EWS-Fli inh = blocks EWS/Fli oncoprotein-driven transcription; actives 0.67% (n = 350,000); inhibition, % at 12.6 µM; A673 NR0B1-luciferase reporter, viability-normalised;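 active = mean inhibition of at least 50% after viability correction, with every replicate also passing that limit; inconclusive = mean reaches 50% but only one of two replicates passes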;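 also: firefly luciferase signal divided by Alamar Blue viability fluorescence both relative to DMSO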
PAX8 reporter = inhibitors of PAX8 transcriptional activity in RMG-I cells | RMG-I TPO-luciferase reporter, SteadyGlo, 24 h | actives 1.2% (n = 360,000) | inhibition, % at 12.6 µM;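 active = mean replicate inhibition at least 60% with every replicate also reaching 60%; inconclusive = only one of the two criteria is met; inactive = mean below 60% and not all replicates reaching 60%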;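 also: luciferase light reporting Pax8 driven TPO promoter activity; plate controls were median of neutral control wells for no effect and mitoxantrone controls for full effect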
INS-1E GSIS act = GLuc luminescence reporter in INS-1E cells, primary screen for activators of glucose-dependent secretion of insulin; INS-1E GLuc reporter insulin secretion, 2-3 h; activation, % at 16.6 µM; actives 0.61% (n = 370,000); AID 743287;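 active = lowest replicate activation of at least 40%, so every replicate reaches that level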;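 also: 0% = median of neutral control wells and 100% = median of IBMX positive control wells; some compounds called inactive have numbers as strong as hits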
DENV2 CPE rescue = protects cells from dengue virus 2 cytopathic effect. DENV2-infected cells, cytopathic effect rescue, plate reader. CPE inhibition, % at 9.99 µM. actives 1.7% (n = 350,000); in the data active = CPE inhibition above about 20%, passing the limit was not always enough; inconclusive = no clear call, values can overlap the other calls; tested in BHK-21 cells;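 also: 0% = median of neutral control wells and 100% = median of positive control wells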
ARNT TACC3 PPI = disruptors of human ARNT/TACC3 interaction; Q9Y6A5; AlphaScreen His-ARNT PAS-B/GST-TACC3 binding, luminescence; TACC3 fragment carries E629A point mutation; inhibition, % at 9.99 µM; actives 0.66% (n = 390,000); AID 623870;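 active = mean inhibition of replicates at least 50% and at least half of replicates each reaching 50%; inconclusive = half or more replicates reach 50% but mean below 50%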;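 also: 0% = complete ARNT plus TACC3 wells and 100% = ARNT alone without TACC3; many hits fall short of the cut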
Xi reactivation = X-chromosome reactivation activator; actives 0.055% (n = 360,000); AID 743238; XiGFP mouse fibroblasts, % GFP-positive cells imaging, 3 d; cells co-treated with 5-aza-dC sensitizer; scaled so ellipticine positive control = 100%; activation, % at 7.58 µM;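 active = mean normalized replicate activation at least 10% and every replicate at or above 10%; inconclusive = only one of the two criteria met; inactive = mean below 10% and not all replicates reach 10%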;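 also: 0% = median of on-plate neutral control wells and 100% = ellipticine 6 µM median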
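material = 68-5-11 XiGFP fibroblast line | medium = DMEM plus 5-aza-dC sensitizer | schedule = 3 days compound exposure | benchmarks = positive control ellipticine, 6 µM final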
F508del corr = CFTR F508del correction in bronchial cells. CFBE cells, YFP halide quenching; stimulated with forskolin plus potentiator P3; % fluorescence drop versus neutral controls. activity (quench increase), % at 7.58 µM. actives 0.36% (n = 350,000). AID 720511;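 active = mean added fluorescence quench of at least 8% versus neutral control, with both replicates also reaching 8%; inconclusive = only one of the mean or replicate conditions met; inactive = mean below 8% and not both replicates reaching 8%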;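 also: cells transiently co-express mutant CFTR-F508del with the halide-sensitive YFP; corrector assay measuring rescue of mutant channel to the surface after 24 h compound exposure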
ERp5 inh = inhibitors of human ERp5; ERp5 insulin aggregation, absorbance 650 nm, 90 min; inhibition, % at 9.99 µM; actives 0.05% (n = 350,000);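 active = mean replicate inhibition above about 25%, with every replicate also reaching it, limit read from the data, passing the limit was not always enough; inconclusive = only one of those two criteria met; inactive = neither criterion met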
Target sequence (Q15084 whole entry, looked up): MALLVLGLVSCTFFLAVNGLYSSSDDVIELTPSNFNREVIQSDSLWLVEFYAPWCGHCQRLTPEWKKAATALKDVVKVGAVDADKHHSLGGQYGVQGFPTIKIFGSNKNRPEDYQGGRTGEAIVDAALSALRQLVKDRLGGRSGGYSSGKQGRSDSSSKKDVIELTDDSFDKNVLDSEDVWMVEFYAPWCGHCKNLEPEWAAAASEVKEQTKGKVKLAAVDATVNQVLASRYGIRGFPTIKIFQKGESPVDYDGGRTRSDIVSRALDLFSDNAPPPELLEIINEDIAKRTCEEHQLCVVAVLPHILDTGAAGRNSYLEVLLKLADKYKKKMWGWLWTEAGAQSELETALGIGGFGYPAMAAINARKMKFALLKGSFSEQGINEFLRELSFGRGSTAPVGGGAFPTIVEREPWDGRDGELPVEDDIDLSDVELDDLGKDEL
Numbers without * were called inactive; ? = inconclusive; · = no result given.

SMILES | EWS-Fli inh | PAX8 reporter | INS-1E GSIS act | DENV2 CPE rescue | ARNT TACC3 PPI | Xi reactivation | F508del corr | ERp5 inh
CC1(C)CC(=O)c2cc(NC(=O)c3ccccc3)c(=O)oc2C1 | -19 | 28 | 12 | -7 | -8 | 0.1 | · | -9
CCOc1ccc(C(C(=O)NCC2CCCO2)N(CCc2cccc(C)c2)C(=O)c2snc(C(N)=O)c2N)cc1 (stereo not drawn) | 5 | 16 | -9 | 1 | · | 0.0 | -1.7 | 0
COc1ccc(NC(=O)N2C[C@@H](O)COC[C@H]3O[C@@H](CC(=O)N4CCOCC4)CC[C@@H]32)cc1 | -2 | 11 | 5 | 0 | 7 | 0.0 | -1.6 | 1
CN(CCc1cn[nH]c1)C(=O)C1CCC(=O)N(CC2CCCCC2)C1 (stereo not drawn) | 0 | · | -6 | ? | -6 | 0.0 | 3.3 | 1
Cc1cc(NC(=O)CSc2nc3ccsc3c(=O)n2CCCCC(=O)O)no1 | -24 | · | -1 | 0 | -7 | · | -0.7 | 2
O=C1CN(S(=O)(=O)c2cc(C(F)(F)F)ccc2Cl)CCN1 | 9 | -3 | 5 | -4 | · | 0.1 | -2.9 | -6
O=C(Cn1cc(C(=O)c2cccs2)c2ccccc21)NCc1ccc2c(c1)OCO2 | 3 | 13 | 8 | 9 | -3 | -0.1 | 3.3 | -1
O=C(C[n+]1ccccc1)N/N=C/c1ccc(F)cc1 | 6 | 2 | -5 | -3 | · | 0.0 | -0.8 | 1
Cc1cc2c(=Cc3ccc(N(C)C)cc3)c3ccccc3n2[n+]1C | 32 | · | -66 | 17 | 33 | 0.1 | -0.9 | -7
COCCNC(=O)C1(C)CCCN(C(=O)c2cc(C)on2)C1 (stereo not drawn) | -4 | -8 | 1 | ? | · | 0.1 | 0.5 | 1
Cc1ccc(S(=O)(=O)N[C@H]2CC[C@H](CCNC(=O)c3ccc4c(c3)OCO4)O[C@@H]2CO)cc1 | -6 | -2 | 3 | -2 | -1 | 0.0 | -2.9 | -2
O=c1cc(-c2ccc([N+](=O)[O-])cc2)c2cc3c(cc2[nH]1)OCCO3 | 22 | 3 | 10 | 0 | -9 | 0.0 | 0.4 | 4
O=C(NCc1ccco1)c1ccc(COc2ccccc2[N+](=O)[O-])o1 | -1 | 2 | 20 | 8 | -15 | 0.2 | -1.2 | 6
CN(C)C(=O)C[C@@H]1CC[C@H]2[C@@H](COC[C@@H](O)CN2S(=O)(=O)c2ccccc2)O1 | · | · | 6 | 2 | -4 | -0.1 | -1.5 | 4
COc1ccc(CCN(Cc2ccccn2)C(=S)Nc2cccc(C)c2)cc1OC | -12 | 5 | 4 | 7 | 17 | 0.0 | -2.0 | -3
CC(CN1CCCC1)OC(=O)c1ccc(Br)cc1 (stereo not drawn) | 3 | -25 | -2 | -1 | 6 | 0.1 | -2.7 | 0
CCC(=O)OCOc1ccc(/C=C2/CCC(CN(C)C)C2=O)cc1 (stereo not drawn) | 9 | 37 | · | -7 | -2 | 0.2 | -0.9 | -11
CC(C)(C)c1ccc(SCCc2ccccn2)cc1 | -105 | -129 | 1 | -4 | -2 | -0.2 | -0.1 | -3
C[C@H]1CN([C@@H](C)CO)C(=O)Cc2cc(NS(=O)(=O)c3cccs3)ccc2O[C@H]1CN(C)Cc1ccc2c(c1)OCO2 | -11 | 1 | -6 | 104* | 12 | 0.2 | 0.6 | 1
O=C(NCc1ccccc1)/C(=C\c1ccc(F)cc1)NC(=O)c1ccco1 | -6 | 12 | · | 8 | · | 0.0 | 0.7 | 5
COC(=O)c1cc2c(c3c4cc(F)ccc4n(S(=O)(=O)c4ccc(C)cc4)c13)C(=O)N(Cc1ccccc1)C2 | 14 | 9 | · | -4 | · | 0.4 | -6.3 | -1
Cc1ccccc1NC(=O)c1ccccc1N(C)S(=O)(=O)c1ccccc1 | -10 | 10 | -6 | 6 | 0 | -0.1 | 0.2 | -4
Cc1ccc(S(=O)(=O)N[C@@H]2CC[C@H](CC(=O)NCCCN(C)C)O[C@H]2CO)cc1 | · | · | 6 | · | · | 0.1 | 1.9 | 3
COc1ccc(C(=O)NC2CCN(C(=O)Nc3ccc(F)cc3)CC2)cc1 | -2 | 3 | -20 | -1 | -5 | 0.1 | -2.0 | -2
O=[N+]([O-])c1ccccc1S(=O)(=O)NCCSCc1ccco1 | 5 | 14 | · | -5 | 12 | 0.1 | -2.5 | 2
CO[C@H]1CN(C)C(=O)c2ccc(NC(=O)Nc3ccccc3)cc2OC[C@H](C)N(C(=O)Nc2c(C)noc2C)C[C@@H]1C | -2 | · | 3 | -5 | · | 0.0 | -3.3 | ·
COc1ccc(NC(=O)Nc2cccc3c2O[C@@H](CN(C)Cc2ccncc2)[C@H](C)CN([C@@H](C)CO)C3=O)cc1 | -16 | -4 | -2 | 16 | -7 | -0.7 | -0.3 | 0
C[C@@H]1CCCCO[C@@H](CN(C)Cc2ccc(Cl)c(Cl)c2)[C@H](C)CN([C@@H](C)CO)C(=O)c2cc(NC(=O)Cc3ccccc3)ccc2O1 | 9 | 87* | -16 | 8 | 0 | -0.9 | -9.0 | 11
CN1CCN(c2ccc(C(=O)c3cn(-c4ccc(F)c(Cl)c4)nn3)cc2)CC1 | -15 | -6 | 6 | -9 | 25 | 0.0 | 0.8 | 0
CCNS(=O)(=O)c1ccc(NC(=S)NCC2CCCO2)cc1 (stereo not drawn) | 3 | 8 | -1 | 1 | 1 | 0.0 | 3.2 | -2
O=C(C1CC1)N1CCCCN2[C@H](C1)[C@H](c1ccc(-c3cccc(F)c3)cc1)[C@@H]2CO | -2 | 3 | -18 | 6 | 0 | 0.1 | 0.7 | 2
CN(CC(=O)Nc1cccc(F)c1)C(=O)c1cc(S(=O)(=O)N2CCCCC2)ccc1N1CCOCC1 | 1 | 26 | -11 | -5 | 3 | 0.1 | -1.4 | -1
CCCCCCCn1c(C)nnc1-c1cnn(C)c1N | -2 | -9 | 15 | 8 | -3 | 0.0 | 0.9 | -2
CCC(=O)NS(=O)(=O)c1ccc(N=NN2CCCCC2)cc1 | -23 | -24 | 2 | 3 | -10 | 0.0 | 3.9 | 3
COc1ccc(NC(=O)N(C)C[C@H]2OCCCC[C@H](C)Oc3ccc(NS(C)(=O)=O)cc3C(=O)N([C@@H](C)CO)C[C@@H]2C)cc1 | -6 | 0 | 5 | · | 10 | -0.1 | 3.4 | 0
Cc1ccc(C(=O)NC(C)CCc2ccccc2)cc1S(=O)(=O)N1CCOCC1 (stereo not drawn) | 4 | -1 | · | -4 | -3 | 0.0 | -1.0 | 0
CC1CN(c2ccc([N+](=O)[O-])c(NCCOc3ccccc3)c2)CC(C)N1 (stereo not drawn) | -2 | 14 | · | -5 | 10 | 0.0 | 1.1 | -7
COC(=O)C(CC(C)C)NC(=O)/C=C/c1ccccc1Cl (stereo not drawn) | -14 | -11 | 3 | 0 | · | 0.0 | · | 1
O=C(NCCS(=O)(=O)N1CCCC1)c1ccccc1 | -3 | · | 11 | 2 | 25 | -0.1 | 0.7 | -1
O=C(CC1CC1)Nc1ccc2c(c1)[C@@H]1C[C@H](CC(=O)NC3CCCCC3)O[C@H](CO)[C@@H]1O2 | -1 | -1 | 37 | 5 | 1 | -0.1 | 2.7 | 0
O=C(CSc1nnc(-c2cccnc2)s1)Nc1cccc(C(=O)O)c1 | · | 13 | 14 | · | -5 | 0.1 | · | ·
COc1ccccc1OCCOC(=O)Nc1ccccc1 | -5 | -20 | 0 | · | 0 | 1.5 | · | -4
Cn1nccc1C(=O)N1CCN(c2cccc(C(F)(F)F)c2)CC1 | · | -2 | 8 | -8 | -4 | 0.4 | -0.7 | 0
Oc1ccc(N=Nc2ccccc2-c2nn[nH]n2)c(O)c1 | 5 | 13 | -19 | -1 | 67* | 0.0 | 3.2 | 2
C[C@H](CO)N1C[C@H](C)[C@H](CN(C)C(=O)C2CC2)Oc2cc(C#Cc3ccccn3)ccc2S1(=O)=O | 3 | · | -4 | -2 | 4 | -0.3 | -4.2 | 16
CCC(=O)N1[C@@H]2c3ccc(-c4ccccc4)c(=O)n3C[C@@H]2[C@@H](CO)[C@@H]1C(=O)N(C)C | 1 | -2 | 4 | · | · | 0.5 | -2.9 | ·
COc1cc(/C=C2/C(=O)NN(c3ccc(Cl)cc3)C2=O)cc(OC)c1O | -7 | 17 | -17 | 2 | -5 | 0.0 | -0.4 | 1
CCC(=O)N(C)C[C@@H]1Oc2ncc(C3=CCCC3)cc2C(=O)N([C@H](C)CO)C[C@@H]1C | -15 | · | 5 | -7 | -2 | -1.0 | 2.3 | 3
CN(CCc1ccccn1)C(=O)c1cccnc1Oc1ccccc1 | -2 | -19 | 2 | 7 | 10 | 0.0 | 0.0 | 0
C=CCN(C(=O)c1csnn1)C(C(=O)NC1CCCCC1)c1ccc(Cl)cc1 (stereo not drawn) | -5 | 0 | -35 | -5 | 5 | 0.1 | -0.6 | -2
COc1cccc(Nc2nc(C(N)C(C)C)cs2)n1 (stereo not drawn) | -6 | -13 | -4 | -4 | · | 0.0 | 3.1 | 5
O=c1c2ccccc2nc2n1CCN2Cc1ccc(Cl)cc1 | -14 | · | -29 | 0 | 0 | · | -1.0 | 2
Cn1c(=O)c2c(nc(NCC3CCCC(CN)C3)n2Cc2ccc(Cl)cc2Cl)n(C)c1=O (stereo not drawn) | ? | -3 | 3 | 4 | 1 | 1.1 | -0.6 | 3
O=C(C[C@@H]1C=C[C@@H](NC(=O)NC2CCCCC2)[C@H](CO)O1)NCc1ccccc1 | 3 | 7 | -5 | 0 | -11 | 0.4 | -0.1 | -3
Cn1nc(C(F)(F)F)c(-c2ccccc2)c1N | 4 | -13 | · | 4 | 1 | 0.2 | 0.8 | 6
COc1ccc(N2CC(C(=O)NCCS(=O)(=O)N3CCN(c4ccccc4)CC3)CC2=O)cc1 (stereo not drawn) | · | 2 | 3 | 1 | -5 | 0.0 | -0.6 | -7
CCCCN(C)C(=O)c1cn(-c2cccc(OC)c2)c(=O)c2ccccc12 | 8 | 7 | 6 | 6 | -1 | 0.4 | 0.7 | 0
CC(C)(C)NC(=O)C(c1ccncc1)N(C(=O)Cn1nnc(-c2ccc(F)cc2)n1)c1ccc(F)cc1 (stereo not drawn) | 10 | 3 | -21 | · | -4 | 0.4 | 5.2 | 1
C/C=C/c1cccc(-c2nc(C(=O)NC3CCCC3)cc3c2[C@@H](CCO)N(S(=O)C(C)(C)C)C3)c1 (stereo partly drawn) | 13 | 14 | 2 | 13 | · | 0.0 | 4.3 | -2
CNC(=O)CSc1nc(SC)ns1 | -5 | 4 | 4 | 1 | 1 | 0.0 | -1.8 | -3
COc1ccc2c3c([nH]c2c1)[C@H](CO)N(CC1CC1)CC31CCN(C(=O)c2ccc(F)cc2)CC1 | -3 | · | 2 | -1 | · | 0.3 | 3.8 | 0
C[C@@H]1CN([C@@H](C)CO)C(=O)Cc2cc(NC(=O)NC3CCCCC3)ccc2O[C@H]1CN(C)C(=O)NC1CCCCC1 | -16 | · | 1 | 11 | -6 | 0.2 | -3.1 | 1
